Compound activity from PubChem BioAssay.
Rad51 HR inh = Rad51 (human) homologous recombination inhibition; hRad51 DNA strand exchange, fluorescence dequenching; inhibition, % at 10 µM; hit rate 0.085% among 200,000; AID 1385;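 active means inhibition above 40% at the single screening dose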;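 further: 0% = DMSO control wells and 100% = blanks with heterologous ssDNA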
Target sequence (Q06609 whole entry, looked up): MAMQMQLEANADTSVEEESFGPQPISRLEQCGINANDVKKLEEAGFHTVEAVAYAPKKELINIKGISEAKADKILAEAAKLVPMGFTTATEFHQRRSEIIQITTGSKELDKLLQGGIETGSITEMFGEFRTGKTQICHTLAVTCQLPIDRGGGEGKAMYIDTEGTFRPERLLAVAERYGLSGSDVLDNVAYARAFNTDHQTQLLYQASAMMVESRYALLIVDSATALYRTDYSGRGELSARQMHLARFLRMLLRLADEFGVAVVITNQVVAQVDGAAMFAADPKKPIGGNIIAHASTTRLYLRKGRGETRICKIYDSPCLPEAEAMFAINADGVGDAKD
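Test system: preformed human Rad51 ssDNA filaments. Compound dosing: single dose, 10 µM final compound. Incubation: filaments 15 min 37 °C, then compound 30 min. Technique: FRET fluorescence dequenching, excitation 485 nm, emission 520 nm. Read-out basis: percent inhibition from fluorescence, normalised to plate control and blank means. Benchmarks: plate controls and plate blanks.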
Thrombin inh = blocks human thrombin protease activity; P00734; alpha-thrombin, Boc-VPR-AMC fluorogenic substrate cleavage; AID 1046; inhibition, % at 5 µM; hit rate 0.26% among 220,000;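 active means inhibition at or above 40%; inactive means inhibition below 40%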;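 further: 0% = enzyme with no compound and 100% = wells without enzyme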
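Test system: human alpha-thrombin protein / Dosing: one concentration per compound, 5 µM, with 0.2% DMSO / Medium: pH 7.5 Tris-saline with Tween 20 / Benchmarks: no-compound enzyme wells and no-enzyme blanks / Read-out basis: percent inhibition of thrombin substrate cleavage / Timing: reaction at room temperature / Measured by: fluorescence, ex 355 nm, em 460 nm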
eIF4E-4G inh = blocks eIF4E binding to eIF4G; inhibition, % at 21.7 µM; P63073+Q04637; hit rate 0.37% among 220,000; TR-FRET eIF4E-eIF4GI(517-606) binding, 2 h;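 further: 0% = full FRET control wells and 100% = background wells lacking eIF4GI fragment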
hK5 inh = kallikrein 5 (human) inhibition | Q9Y337 | hit rate 0.59% among 210,000 | recombinant hK5, fluorogenic AMC substrate cleavage | AID 873 | inhibition, % at 5 µM;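 active means inhibition of 40% or more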;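 further: 0% = enzyme controls without compound and 100% = no-enzyme blanks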
Target sequence (Q9Y337 67-293 limits assumed): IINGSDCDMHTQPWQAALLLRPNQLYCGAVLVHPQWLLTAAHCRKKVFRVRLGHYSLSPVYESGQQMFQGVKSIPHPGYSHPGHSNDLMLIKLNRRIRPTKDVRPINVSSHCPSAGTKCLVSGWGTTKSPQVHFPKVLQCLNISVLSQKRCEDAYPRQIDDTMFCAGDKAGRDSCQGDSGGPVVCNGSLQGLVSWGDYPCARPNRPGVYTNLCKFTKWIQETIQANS
Cl transport mod = modulators of human KCC2 chloride dependent transport | hit rate 2.2% among 190,000 | B-score of Tl+ flux slope (higher = more flux/activation; lower = inhibition) at 10 µM | Q9H2X9 | KCC2 cells, thallium flux FluoZin-2 fluorescence;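 active means thallium flux slope and its plate-corrected score both differing from the plate sample mean at a set confidence after two filtering rounds, in either direction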;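 further: slope of fluorescence scaled to starting intensity during 10 to 20 s after thallium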
Furin inhibitor = human furin inhibition. inhibition, % at 30 µM. purified furin, fluorogenic substrate cleavage. P09958. AID 463115. hit rate 0.061% among 220,000; in the data active means inhibition above about 25%; further: inactives centre near -15
14-3-3 Bad inh = disrupts binding of bovine 14-3-3 zeta to phospho-Bad peptide; P63103; TR-FRET 14-3-3zeta/Dy647-pBad peptide displacement, 1 h; inhibition, % at 21.7 µM; hit rate 0.71% among 220,000; AID 781;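 active means inhibition above about 70%, limit read from the data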;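 further: 0% = full 14-3-3 plus peptide FRET controls and 100% = background without 14-3-3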
Target sequence (P63103 whole entry, looked up): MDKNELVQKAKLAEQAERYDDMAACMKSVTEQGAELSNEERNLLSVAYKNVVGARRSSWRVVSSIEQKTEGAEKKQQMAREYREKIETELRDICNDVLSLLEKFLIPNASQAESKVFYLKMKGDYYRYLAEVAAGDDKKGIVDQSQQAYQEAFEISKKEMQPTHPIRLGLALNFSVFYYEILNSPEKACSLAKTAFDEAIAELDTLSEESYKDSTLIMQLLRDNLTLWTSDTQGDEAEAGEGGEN
NCF1 inh = blocks human p47phox regulatory protein of NADPH oxidases; P14598; p47phox/p22phox peptide binding, fluorescence polarization, 2 h; inhibition, % at 24.7 µM; hit rate 0.53% among 220,000;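 further: 0% = p47phox with labelled peptide and 100% = labelled peptide alone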
EBV gp42 block = inhibitors of Epstein-Barr virus glycoprotein 42; inhibition, % (tested at 21.74 µM); hit rate 0.42% among 220,000; Q1HVG2; Fluorescence polarization binding assay, mP read-out; in the data active means inhibition above about 50%
Target sequence (Q1HVG2 whole entry, looked up): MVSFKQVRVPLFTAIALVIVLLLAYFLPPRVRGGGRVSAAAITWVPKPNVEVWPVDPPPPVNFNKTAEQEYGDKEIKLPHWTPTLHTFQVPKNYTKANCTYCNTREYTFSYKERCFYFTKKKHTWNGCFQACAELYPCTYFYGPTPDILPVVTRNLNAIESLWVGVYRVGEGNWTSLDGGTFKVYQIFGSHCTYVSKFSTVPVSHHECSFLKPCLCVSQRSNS
The depositor's hits bear a star; x = no result given; [ ] = another dose, or the depositor's remark.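 How the source made its calls, unless noted: active means inhibition above about 30% (limit read from the data); inactive means the rest.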 This is a random part of the collection. About 4.7% of those tested had a hit in this group.

Values run as follows: Rad51 HR inh	Thrombin inh	eIF4E-4G inh	hK5 inh	Cl transport mod	Furin inhibitor	14-3-3 Bad inh	NCF1 inh	EBV gp42 block
O=C1C(Cc2cccc([N+](=O)[O-])c2)S/C(=N/N=C/c2ccco2)N1c1ccccc1 (stereo not drawn)
→ 2	-4	9	-10	-1.1	-16	-15	-5	18
COc1cccc(CNC(=O)c2n[nH]c3ccccc23)c1
→ 14	-3	2	-2	-0.48	-20	-11	-12	-36
Cc1ccsc1C(=O)N1CCCC(CCC(=O)NCc2ccc(F)c(F)c2)C1 (stereo not drawn)
→ 3	-5	1	-1	0.042	-25	-10	8	-12
COc1ccc(-n2cnc3cc(C(=O)NC4CCCC4)ccc32)cc1
→ x	4	-1	x	0.13	-30	32	x	-4
Cc1ccc(C(=O)C(C)OC(=O)c2cc3cc([N+](=O)[O-])ccc3oc2=O)cc1 (stereo not drawn)
→ 3	-3	9	1	x	-18[20 µM]	11	-6	-30
Cc1ccccc1C(=O)N1CCc2ccccc2C1
→ -4	-4	5	-4	-0.67	-9[20 µM]	6	-8	-11
O=C(N/N=C\c1ccc(O)c([N+](=O)[O-])c1)C1COc2ccccc2O1 (stereo not drawn)
→ 13	-2	-2	-2	x	-9	3	-4	-10
CCOC(=O)c1sc(C)c(C(N)=O)c1NC1=NCCCCC1
→ x	-6	-14	-1	-0.35	-24	17	-2	-4
Cc1ccc(C2/C(=C(/O)c3ccc(Cl)cc3)C(=O)C(=O)N2CC2CCCO2)o1 (stereo not drawn)
→ 2	-6	-6	0	-1.6	-18	34	-2	-3
COc1cc(C2NC(C(=O)O)CS2)ccc1OCc1ccccc1C#N (stereo not drawn)
→ 0	2	0	-10	0.034	-24	10[fluorescence artefact?]	-6	-12
CCS(=O)(=O)N1Cc2ccccc2CC1C(=O)Nc1ccccc1OC (stereo not drawn)
→ 21	2	1	2	-0.16	-26	4	-11	-21
COC(=O)Nc1ccc(OCC(=O)N2CCOCC2)cc1
→ x	-1	-5[fluorescence artefact?]	-7	-0.05	-25	9	-9	-6
CCOC(=O)N1CCN(C(=O)COc2ccc(Cl)cc2)CC1
→ -3	4	-2	7	0.43	-21[20 µM]	-12	-22	-13
O=C(NCCN1CCOCC1)c1ccc2c(c1)ncn2C1CCCCC1
→ 0	-1	0	7	x	-16	3	-10	5
COc1cccc(CN(Cc2ccccc2F)S(=O)(=O)c2ccc(S(=O)(=O)NCc3ccccc3)cc2)c1
→ -32	0	20	-5	0.0076	-3	17[fluorescence artefact?]	-11	-12
Cc1c(C(=O)NCC(C)C)sc2nc(-c3ccc(F)cc3)cn12
→ 2	-5	-2	-5	-1	-18	8[fluorescence artefact?]	-7	-3
Cc1noc(C)c1C(=O)Nc1ccccn1
→ -7	-5	1[fluorescence artefact?]	3	x	14[20 µM]	2	-11	-5
CCCN(Cc1cc2ccccc2[nH]c1=O)C(=O)c1cccc([N+](=O)[O-])c1
→ 7	-5	3	-2	-0.27	-7	-6	-10	-9
COc1ccc(CC(=O)NC(=S)Nc2ccc(S(=O)(=O)NC(C)(C)C)cc2)cc1
→ x	-1	-7	2	-0.14	-14[20 µM]	-6	-8	-5
Cc1ccc(C(=O)NCC(=O)OCC(=O)Nc2ccccc2C#N)s1
→ -5	12	-2	34	-0.91	-6	3	-3	13
CC1(C)CC(=NNC(=O)c2n[nH]c3c2CCC3)CC(C)(C)N1
→ x	-1	5	x	0.13	-27	-6	-8	-7
O=C(COC(=O)Cc1ccc(S(=O)(=O)N2CCOCC2)s1)NCc1ccccc1
→ -10	8	-2	-11	0.72	-3	9	-4	-20
CC(C)(C)NC(=O)NC(=O)COC(=O)C1CC(=O)N(Cc2ccccc2)C1 (stereo not drawn)
→ 5	-5	-4[fluorescence artefact?]	-12	-0.56	-6	-7[fluorescence artefact?]	3	-19
COc1cc2c(cc1OC)-c1cc(Nc3ccc4c(c3)OCCO4)nc(=O)n1CC2
→ -4	11	11[fluorescence artefact?]	-14	-0.1	-7[20 µM]	38[fluorescence artefact?]	-38	-22
O=C(NC1CCCC1)C(=O)N(c1ccccc1F)C(C(=O)NCC1CCCO1)c1cccs1 (stereo not drawn)
→ 16	6	2	0	0.69	-39	-11	-11	-14
Cc1cc(/C=C2/NC(=O)N(Cc3ccccc3F)C2=O)c(C)n1C(C)C
→ 19	1	-1	-6	1	-15	-3[fluorescence artefact?]	-11	1
CCC(CC)NC(=O)COC(=O)CCC(=O)c1cccs1
→ 3	-7	3[fluorescence artefact?]	-9	0.66	-23	-10[fluorescence artefact?]	-9	-25
COc1cc2[nH]c(-c3ccc(C)cc3)cc(=O)c2cc1OC
→ -33	1	6[fluorescence artefact?]	-9	0.46	-45	47[fluorescence artefact?]	5	-5
CN(C)S(=O)(=O)Oc1ccc(C(=O)Nc2cccc(Cl)c2)cc1
→ 21	3	5	-6	-0.16	-26	-19	-17	-6
CCCOc1cccc(NC(=O)c2c(-c3ccccc3)noc2C)c1
→ 8	2	1	-4	0.0078	-22[20 µM]	-2	10	-7
COc1ccc(C(=O)NC(=S)Nc2cc3oc4ccccc4c3cc2OC)cc1
→ -4	19	-4	29	0.87	13	20	-2	1
CC[C@H](C)[C@H](NS(=O)(=O)c1ccc(C)cc1)C(=O)N1CCC(C(=O)N[C@H](C(=O)O)C(C)C)CC1
→ x	3	-10	-7	0.35	-17	12	-4	-18
COc1ccc(C)cc1NC(=O)c1ccc(S(=O)(=O)N2CCOCC2)cc1
→ 3	-6	7	0	0.33	-40	22	-1	0
Cc1ccc(Cl)cc1NC(=O)COC(=O)C1CCCCC1
→ -1	5	4	0	0.45	-14[20 µM]	-9	-3	-23
CC1(C)CC(=O)C(C(C2=C(O)CC(C)(C)CC2=O)c2ccc([N+](=O)[O-])cc2)C(=O)C1 (stereo not drawn)
→ 3	-1	1	13	0.33	-18	0	-30	-14
COc1ccc(C2/C=C\CN(S(=O)(=O)c3ccc4ccccc4c3)CC(=O)N2Cc2ccc(F)cc2)cc1 (stereo not drawn)
→ -7	-2	0	1	-0.16	-22	1	2	-14
CCOC(=O)N1CCC(n2c(SCC(=O)NCc3ccccc3)nc3ccccc3c2=O)CC1
→ -9	3	6	-14	-2	-25	-2	-12	-15
CSc1nnc(-c2ccncc2)n1/N=C/c1cn(-c2ccccc2)nc1-c1ccc(Cl)cc1
→ 5	-2	-5	0	0.013	-18	8	-14	-9
CN(c1ccc(C(=O)Nc2ccc(CC#N)cc2)cc1)S(C)(=O)=O
→ 7	-6	2	-1	0.14	-25	-9	2	-2
CCCC(O)(CCC)C(=O)NNc1ccc(C)cc1
→ -22	0	4	3	0.49	-15	0	-12	-21
CC1(c2ccc3noc(-c4ccc(F)cc4)c3c2)OCCO1
→ -2	5	-2	-3	x	-13[20 µM]	8	-7	86*
Cc1nc(Oc2cccc(Cl)c2)c2oc3ccccc3c2n1
→ 2	0	-2[fluorescence artefact?]	4	-0.055	-28[20 µM]	65	-7	-9
Cc1oc(-c2ccccc2F)nc1CS(=O)(=O)CC(=O)NCCN(C)C1CCCCC1
→ x	-5	2	-4	-0.47	-12	-5	-19	-14
CC(C)COc1ccc(Cc2cnc(N)nc2N)cc1
→ -4	-8	3	-13	-1.2	-7[20 µM]	-2	-6	-5
C=CCn1c(SCC(N)=O)nc(C)cc1=O
→ -4	2	1	-8	-0.52	-31[20 µM]	21	-8	-6
Cc1cc(=O)[nH]c(NCc2ccccc2)n1
→ 1	-8	-2	-1	0.18	-11	3	-14	-14
C/C(=N\NC(=O)c1cc(C)oc1C)c1ccc(N2CCOCC2)cc1
→ 7	-3	1	-4	0.012	-16	-26	-7	-11
COc1ccc(-c2nn(C)c3sc(C(=O)N4CCOCC4)cc23)cc1OC
→ -4	-11	-4	3	-0.036	-10	7	3	7
CC(=O)c1cccc(NC(=O)CCNS(=O)(=O)c2cccc3nsnc23)c1
→ -1	-1	0	-12	-0.012	-12[20 µM]	12	-10	-18
Cc1ccc2oc(=O)n(CCOc3ccccc3)c2c1
→ -5	-9	0	-2	-0.55	-24	-1	-13	5
O=C(COC(=O)C1CCCCC1)NCCc1ccccc1
→ -17	-2	0	0	1.3	-16	-5	-7	-26
COc1ccc(Cl)cc1S(=O)(=O)N1CCN=C1C
→ 2	-11	-2	-9	x	-16	1	-6	0
CCOC(=O)C1CCCN(c2cc(=O)n(Cc3ccc(F)cc3)c(=O)[nH]2)C1 (stereo not drawn)
→ -10	0	-4	19	1.4	-21[20 µM]	0[fluorescence artefact?]	10	-11
CNc1nc(N)c([N+](=O)[O-])c(Nc2cccc(Cl)c2)n1
→ -7	-4	-2	-5	x	-6	-2	3	-7
CC(C#N)Sc1nnc(Nc2ccccc2)s1 (stereo not drawn)
→ 9	-6	-1	-1	-0.56	-18	-2	1	1
CC(C)(C)c1cc(C(=O)NCc2ccccc2)ccn1
→ -5	5	-10[fluorescence artefact?]	-12	0.78	-25	-6[fluorescence artefact?]	-3	-19
COc1ccc(N2CCN(CCNC(=O)CCNS(=O)(=O)c3cccs3)CC2)cc1
→ 0	-6	6	-7	0.71	-11	-4	-8	-19
CCN(CC)CCCN1C(=O)C(O)=C(C(C)=O)C1c1cccc(OC)c1 (stereo not drawn)
→ 4	-3	-5	-6	1.1	-24[20 µM]	-15	-6	-7
CC(=O)N1CCN(C(=O)c2cccc(S(=O)(=O)Nc3ccc(C)cc3)c2)CC1
→ -8	4	-11[fluorescence artefact?]	38	-2.3e-05	-8	0[fluorescence artefact?]	-16	-13
COC(=O)[C@@H]1C[C@@]2(O)[C@H](O)[C@H](O)[C@H](O)C[C@H]2N1Cc1ccccc1OS(=O)(=O)c1ccc(C)cc1
→ -4	2	-4	0	0.043	-16	1	-6	-10

Results in Furin inhibitor (2 entries from above):
smiles	Furin inhibitor
C=CCn1c(SCC(N)=O)nc(C)cc1=O	-31[20 µM]
Cc1cc(=O)[nH]c(NCc2ccccc2)n1	-11

Remaining list, next part
Values run as follows: Rad51 HR inh	Thrombin inh	eIF4E-4G inh	hK5 inh	Cl transport mod	Furin inhibitor	14-3-3 Bad inh	NCF1 inh	EBV gp42 block
Cc1ccc(-c2noc(CCC(=O)NCCCN3CCN(c4cccc(Cl)c4)CC3)n2)cc1
→ 0	2	5	-25	-0.08	-15[20 µM]	-2	-14	-8
CCOC(=O)N=S(=O)(Oc1ccc([N+](=O)[O-])cc1)c1ccc(Cl)cc1 (stereo not drawn)
→ -2	2	4	-5	-0.012	-2[20 µM]	-9	5	-4
CCOC(=O)C(=CNc1cc(C)nn1-c1ccc(C)cc1)C(=O)OCC
→ 6	-1	-2	13	-1.3	1[20 µM]	9	-7	18
CC(C)CC(=O)NN(C)c1nc(-c2ccccc2)nnc1C(F)(F)F
→ 2	-4	4	-9	-1.9	-18[20 µM]	7	-4	5
COc1ccc(Oc2ncccc2NC(=O)c2cccc(C)c2C)cc1
→ -11	-5	6	-5	0.36	-10	3	-7	-3
O=C(Nc1nnc(Cc2c[nH]c3ccccc23)s1)c1ccc(Cl)cc1Cl
→ -14	-5	21	-13	1.2	-9	-11[fluorescence artefact?]	-29	-3
N#CCCN(Cc1cccnc1)S(=O)(=O)c1ccc(S(=O)(=O)NC2CCCCC2)cc1
→ -1	0	12	-2	0.69	-6	9	2	-22
